hK5 inh: inhibitors of human kallikrein 5; Q9Y337; recombinant hK5, fluorogenic AMC substrate cleavage; inhibition, % at 5 µM; actives 0.59% (n = 210,000); AID 873;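 active = inhibition of 40% or more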;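 note: 0% = enzyme controls without compound and 100% = no-enzyme blanks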
Target sequence (Q9Y337 67-293 limits assumed): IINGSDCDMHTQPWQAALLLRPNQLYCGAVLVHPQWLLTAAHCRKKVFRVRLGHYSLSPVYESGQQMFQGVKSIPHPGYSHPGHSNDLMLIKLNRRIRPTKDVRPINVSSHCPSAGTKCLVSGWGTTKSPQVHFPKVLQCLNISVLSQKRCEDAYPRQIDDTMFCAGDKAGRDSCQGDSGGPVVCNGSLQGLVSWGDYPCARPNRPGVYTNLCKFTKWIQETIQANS
Furin inhibitor: blocks human furin protease activity. P09958. purified furin, fluorogenic substrate cleavage. inhibition, % at 30 µM. actives 0.061% (n = 220,000); in the data active = inhibition above about 25%; note: inactives centre near -15
PERK inh: human PERK inhibition, primary cell-based screen | Q9NZJ5 | CHO PERK-DD fusion, SEAP luminescence translation reporter | inhibition, % at 5.6 µM | actives 0.17% (n = 220,000) | AID 1416;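 active = inhibition above the mean inhibition of all tested compounds plus 3 SD, set separately per screening campaign, cut at about 2.9% in these data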;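 note: PERK kinase domain activated by AP20187 dimerizer at 100 nM; 0% = DMSO with dimerizer and 100% = rapamycin at 8.4 µM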
Cl transport mod: modulates chloride dependent transport by human KCC2 | KCC2 cells, thallium flux FluoZin-2 fluorescence | actives 2.2% (n = 190,000) | Q9H2X9 | B-score of Tl+ flux slope (higher = more flux/activation; lower = inhibition) at 10 µM;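 active = thallium flux slope and its plate-corrected score both differing from the plate sample mean at a set confidence after two filtering rounds, in either direction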;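 note: slope of fluorescence scaled to starting intensity during 10 to 20 s after thallium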
FXIIa inh: inhibitors of human coagulation factor XIIa; actives 0.3% (n = 220,000); AID 800; purified FXIIa, Boc-QGR-AMC fluorogenic substrate, 2 h; inhibition, % at 5 µM; in the data active = inhibition above about 40%;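 note: 0% = enzyme with no compound and 100% = blank without enzyme; many of its hits are not listed in these tables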
Target sequence (P00748 20-372 limits assumed): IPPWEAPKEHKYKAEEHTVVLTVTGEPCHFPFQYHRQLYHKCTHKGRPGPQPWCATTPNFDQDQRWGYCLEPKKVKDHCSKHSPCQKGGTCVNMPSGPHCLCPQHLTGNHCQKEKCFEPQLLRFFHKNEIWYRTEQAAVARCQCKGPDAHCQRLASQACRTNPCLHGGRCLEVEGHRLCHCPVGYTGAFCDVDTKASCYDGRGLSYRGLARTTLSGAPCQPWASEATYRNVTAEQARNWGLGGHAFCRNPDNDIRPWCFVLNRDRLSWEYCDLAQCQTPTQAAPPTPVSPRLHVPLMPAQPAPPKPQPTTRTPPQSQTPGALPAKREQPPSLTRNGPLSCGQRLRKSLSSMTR
Target sequence (P00748 373-615 limits assumed): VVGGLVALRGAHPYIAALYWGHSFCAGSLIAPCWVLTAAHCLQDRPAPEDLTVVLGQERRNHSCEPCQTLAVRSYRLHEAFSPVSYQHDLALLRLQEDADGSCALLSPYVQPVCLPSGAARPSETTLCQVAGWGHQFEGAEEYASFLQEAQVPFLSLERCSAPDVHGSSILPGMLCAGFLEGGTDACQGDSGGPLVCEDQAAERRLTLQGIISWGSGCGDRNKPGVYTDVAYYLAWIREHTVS
thrombin 1536: thrombin (human) inhibition; inhibition, % at 5 µM; alpha-thrombin, Boc-VPR-AMC fluorogenic substrate cleavage; P00734; actives 0.26% (n = 220,000);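 active = inhibition at or above 40%; inactive = inhibition below 40%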;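 note: 0% = enzyme with no compound and 100% = wells without enzyme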
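signal = AMC fluorescence, 355/460 nm | material = human alpha-thrombin enzyme | control set = enzyme without compound as high, wells lacking enzyme as low | times = reaction at room temperature | read-out basis = percent inhibition scaled between no-compound controls and no-enzyme blanks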
FXIa inh: factor XIa (human) inhibition | inhibition, % at 5 µM | P03951 | actives 0.14% (n = 220,000) | purified FXIa, Boc-Glu-Ala-Arg-AMC fluorogenic substrate;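 active = inhibition of at least 40%; inactive = inhibition below 40%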;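 note: fluorescence of freed AMC excited at 355 nm; 0% = enzyme without compound and 100% = no enzyme blank; many of its hits are not listed in these tables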
Rad51 HR inh: blocks human Rad51 in homologous recombination | hRad51 DNA strand exchange, fluorescence dequenching | AID 1385 | actives 0.085% (n = 200,000) | inhibition, % at 10 µM | Q06609;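 active = inhibition above 40% at the single screening dose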;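 note: 0% = DMSO control wells and 100% = blanks with heterologous ssDNA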
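Test system: preformed human Rad51 ssDNA filaments. Compound dosing: single dose, 10 µM final compound. Incubation: filaments 15 min 37 °C, then compound 30 min. Technique: FRET fluorescence dequenching, excitation 485 nm, emission 520 nm. Read-out basis: percent inhibition from fluorescence, normalised to plate control and blank means. Benchmarks: plate controls and plate blanks.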
m-calpain inh: inhibitors of pig calpain II. purified calpain II, fluorogenic peptide substrate, 30 min. inhibition, % at 16 µM. actives 0.37% (n = 220,000);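 active = inhibition above about 50%, limit read from the data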
* = called active by the depositor; i = inactive; . = not tested or not shown; [ ] = remark or other dose.

A first look, two compounds:
#	SMILES	hK5 inh	Furin inhibitor	PERK inh	Cl transport mod	FXIIa inh	thrombin 1536	FXIa inh	Rad51 HR inh	m-calpain inh
1	COc1nc(C)nc(NC(=O)NS(=O)(=O)c2ccc(C)cc2)n1	2	-6[20 µM]	0.4	1.1	15	0	2	1	2
2	COc1cc2c(C(=O)N3CCN(C)CC3)c(C)n(-c3ccccc3)c2cc1Br	4	2[20 µM]	-1.2	0.28	6	-6	-8	0	-20

Main list, previewed entries included:
#	SMILES	hK5 inh	Furin inhibitor	PERK inh	Cl transport mod	FXIIa inh	thrombin 1536	FXIa inh	Rad51 HR inh	m-calpain inh
1	COc1nc(C)nc(NC(=O)NS(=O)(=O)c2ccc(C)cc2)n1	2	-6[20 µM]	0.4	1.1	15	0	2	1	2
2	COc1cc2c(C(=O)N3CCN(C)CC3)c(C)n(-c3ccccc3)c2cc1Br	4	2[20 µM]	-1.2	0.28	6	-6	-8	0	-20
3	CCCCN(C)C1CCN(C(=S)Nc2cccc(SC)c2)CC1	.	-15	1.6	0.59	7	-4	0	.	15
4	COc1ccc(NC(=S)Nc2ccccn2)cc1	29	-2	0.1	0.32	29	8	25	-8	6
5	CC(C)OC(=O)c1ccc(N)cc1	4	-17	1.0	0.32	7	-8	-1	1	17
6	O=C(CN1C(=O)C2C3C=CC(C3)C2C1=O)NCCc1ccccc1Cl (stereo not drawn)	-14	-2	-0.5	0.61	20	4	2	3	-5
7	CC(C)OC(=O)NC(c1ccccc1)C(Cl)(Cl)Cl (stereo not drawn)	-4	-10	0.5	-0.022	7	-2	11	20	36
8	O=C(COc1ccccc1)Nc1ccc(S(=O)(=O)Nc2ncccn2)cc1	3	-11	-0.2	0.45	6	-2	-2	.	6
9	CCC1CCCCN1C(=O)Cn1c(C(=O)OC)cc2ccsc21 (stereo not drawn)	-22	-14	0.0	0.75	2	5	-7	-7	-35
10	COc1ccc(OCCN2C(=O)c3ccccc3C2=O)cc1	3	-12	1.6	2.1	5	-2	-2	12	-5
11	CCC(NC(=O)c1ccccc1NC(=O)c1ccccc1)C(=O)O (stereo not drawn)	-16	-28	0.4	-0.43	12	-15	0	-1	-35
12	O=C(CCC(=O)c1ccc(Cl)cc1)OCC(=O)c1ccccc1	-2	-16	2.1	-4.2	6	-5	-1	-6	3
13	Cc1oc2ccc(OC(=O)N3CCOCC3)cc2c1C(=O)OC(C)C	1	-17	-0.2	-0.13	4	-4	5	-1	4
14	O=c1[nH]c(=O)n(Cc2ccco2)c2c1C(C(F)(F)F)(C(F)(F)F)N=C(CCc1ccccc1)N2	36	-10[20 µM]	0.1	.	37	5	3	.	0
15	O=C(O)c1nc(-c2ccccc2)n(-c2cccc(C(F)(F)F)c2)n1	-4	-27	1.2	0.31	2	5	-4	-49	-22
16	N=C1/C(=C\c2ccc(-c3cccc(Cl)c3)o2)C(=O)N=C2SC=C(c3ccccc3)N12	-2	-9	0.9	0.4	5	2	3	-39	-54
17	Cc1cc(C)c2nc(Cl)c(CN(Cc3ccco3)C(=O)Nc3ccccc3C)cc2c1	-25	-9[20 µM]	-0.5	.	-2	-2	-8	10	16
18	O=C(/C(=C(\O)c1ccccc1)c1nc2ccccc2[nH]1)c1ccccc1	-3	-17	-0.8	0.43	2	-15	-1	.	-2
19	Cc1ccc2c(c1)N(CC(=O)NC1CCCc3ccccc31)C(=O)CO2 (stereo not drawn)	-8	0	-0.2	0.00033	18	2	1	3	22
20	Cc1ccc(C(=O)Nc2sc(C)c(-c3ccccc3)c2C(N)=O)cc1[N+](=O)[O-]	-1	-12[20 µM]	0.0	-1.4	14	2	2	8	-12
21	N#CC1=C(N)C(C#N)(C#N)C(c2ccncc2)C2CN(C(=O)OCc3ccccc3)CC=C12 (stereo not drawn)	-14	-11[20 µM]	-0.7	-0.74	8	-3	2	-4	-68
22	COc1cccc(-c2nnc3n2N=C(c2cc(OC)ccc2OC)CS3)c1	-5	-15[20 µM]	-1.0	.	12	2	-3	1	-8
23	COc1ccc([N+](=O)[O-])cc1NS(=O)(=O)c1ccccc1	4	-16	1.4	0.62	14	5	10	.	11
24	O=C(Oc1ccccc1C(=O)Nc1ccccc1)c1ccc(Br)c([N+](=O)[O-])c1	-15	-4	0.3	0.62	15	0	9	3	18
25	OCCNc1nc(-c2ccccc2)c2ccccc2n1	-33	-17	-0.6	.	6	0	-3	.	i
26	COc1ccc(S(=O)(=O)N2CCN(C(=O)COc3ccccc3)CC2)cc1	2	-23	0.7	0.38	8	-6	-2	-4	-32
27	Cn1c(=O)c2c(nc(Sc3ncnn3CC(=O)NC(C)(C)C)n2C)n(C)c1=O	23	-3	-0.4	0.23	16	22	5	.	23
28	Cc1cc(Cl)c(S(=O)(=O)N2CCN(c3ccc(F)cc3)CC2)cc1OCC(=O)NC1CCCCC1	-20	-8[20 µM]	-0.3	-0.74	2	-10	-6	-5	34
29	Cc1ccc(C23OC(=O)C(C)(C)C2OC(=O)C3(C)C)cc1 (stereo not drawn)	-6	-18[20 µM]	1.8	0.64	7	-7	0	6	0
30	O=C(O)C/C(=C\c1ccc(N2CCOCC2)c([N+](=O)[O-])c1)c1nc2ccccc2s1	0	1	-0.2	.	3	-2	2	-1	-7
31	Cc1ccc(C)c(NC(=O)C(C)CC2COCCO2)c1 (stereo not drawn)	-5	-17[20 µM]	0.3	-0.01	9	-3	6	6	0
32	CCOC(=O)C/C(C)=N/NC(=O)C1CC1(c1ccccc1)c1ccccc1 (stereo not drawn)	-9	-23	-0.3	0.0053	3	-11	-5	10	-9
33	Cc1ccc2nc(NCc3ccccc3)c(C#N)cc2c1	-2	-8	0.0	-0.0042	4	7	1	8	0
34	COc1ccc(NC(=S)N2CCN(C(=O)c3ccco3)CC2)c(OC)c1	-3	5	0.3	-0.32	2	4	9	.	5
35	CNC(=S)N1CCN(c2ccc([N+](=O)[O-])cc2)CC1	2	21	1.6	0.89	18	-2	6	.	34
36	CC(=O)Nc1ccc(C(=O)Nc2ccc(S(=O)(=O)N3CCCC3)cc2)cc1	-4	-9	-0.8	2.3	17	4	8	2	-6
37	COc1cc(NC(=O)c2cccs2)ccc1NC(=O)c1ccco1	-11	-9[20 µM]	-0.9	-1.4	6	-3	7	-3	-39
38	Cc1ccccc1OC1C(=O)N(CC2CCCO2)C1c1ccc2c(c1)OCO2 (stereo not drawn)	2	-28	-0.7	-0.79	6	-5	-1	-1	-3
39	CCOC(=O)CN(Cc1ccc(OC)c(OC)c1)S(=O)(=O)c1ccc(OC)cc1	-3	-8[20 µM]	-0.6	-0.41	21	8	5	4	-31
40	CCc1ccc(C(=O)Nc2nnn(CC)n2)cc1	-1	-19[20 µM]	0.9	-0.39	-8	-10	-9	-7	22
41	Cc1ccnc(NC(=S)NC(=O)c2ccco2)c1	-7	-14[20 µM]	0.7	7.5*	1	-7	-16	.	-16
42	CN1CCN(S(=O)(=O)c2ccc(-c3ccc(Cl)cc3)cc2)CC1	-1	-13[20 µM]	1.0	.	10	3	4	5	-4
43	CCOC(=O)c1ccc(S(=O)(=O)N2CCC(C(=O)OCC)CC2)cc1	-8	0	-0.6	.	12	4	3	-9	-31
44	Cc1cc(SCC(=O)Nc2ccccc2)n2ncc(-c3ccccc3)c2n1	-1	-17	0.2	0.76	8	-1	4	27	6
45	O=C(O)CSc1cnc2ccccc2n1	3	-3[20 µM]	0.3	-0.52	8	0	0	-6	-15

Record cards, as listed above:
Record of `Cc1ccc(C)c(NC(=O)C(C)CC2COCCO2)c1` (stereo not drawn) → hK5 inh = -5; Furin inhibitor = -17[20 µM]; PERK inh = 0.3; Cl transport mod = -0.01; FXIIa inh = 9; thrombin 1536 = -3; FXIa inh = 6; Rad51 HR inh = 6; m-calpain inh = 0
Record of `CN1CCN(S(=O)(=O)c2ccc(-c3ccc(Cl)cc3)cc2)CC1` → hK5 inh = -1; Furin inhibitor = -13[20 µM]; PERK inh = 1.0; Cl transport mod = .; FXIIa inh = 10; thrombin 1536 = 3; FXIa inh = 4; Rad51 HR inh = 5; m-calpain inh = -4

Remaining list, next part
#	SMILES	hK5 inh	Furin inhibitor	PERK inh	Cl transport mod	FXIIa inh	thrombin 1536	FXIa inh	Rad51 HR inh	m-calpain inh
46	Cc1ccc(NC(=O)C2CC(=O)NC(N3CCCCC3)=N2)cc1Cl (stereo not drawn)	-4	-26[20 µM]	-0.2	.	-4	0	11	-6	-2
47	O=C(Nc1nnc(-c2ccc(Cl)s2)o1)C1CC1	-2	-20	0.6	1.3	2	-11	-3	5	-90
48	c1ccc2c(c1)nc(N1CCN(C3CCCCC3)CC1)c1nnnn12	-6	-22	-0.4	-0.22	-9	4	-10	-6	-15
49	C=CC(c1ccccc1)C(C(=O)c1ccccc1)N(C)C (stereo not drawn)	-12	-16	1.4	-0.52	5	-2	-5	24	11
50	CCCn1c(N)cc(=O)n(CCC)c1=O	7	-22	-0.2	-0.66	10	-1	5	20	12
51	O=C1NC2(CCSC2)C(=O)N1CC(=O)N(Cc1ccccc1)C1CCS(=O)(=O)C1 (stereo not drawn)	33	2	1.4	1	34	20	19	-9	8
52	CC1=NNC(=O)C1CCC(=O)N/N=C\c1ccc(Cl)c(Cl)c1 (stereo not drawn)	-5	-37	1.6	-0.46	6	-17	-3	16	-20

An excerpt (hit frequency here may not be typical).
